Screening results as filed in PubChem BioAssay.
Dynein transport – dynein cargo transport inhibition; 3617.4 mouse cells, GR-EGFP nuclear translocation imaging; test concentration mostly 20 µM; stimulated with dexamethasone, 1 µM; stronger effect = lower value; z-score, hits read low; 220,000 compounds, 0.47% hits; AID 1381;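 active = plate z-score of nuclear minus cytoplasmic receptor signal below a set negative limit, without overly bright fluorescence or cell loss, cut at about -3.5 in these data, passing the limit was not always enough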;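 also: z-score of nuclear minus cytoplasmic ring GR-EGFP intensity difference per well; some compounds called inactive have numbers as strong as hits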
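Buffer or medium: tet-free, stripped-serum medium; Also added: dexamethasone, 1.0 µM final; Technique: high-content fluorescence imaging after fixation; Times: 48 h induction, 1 h compound, 30 min dex at 37 °C; Read-out: per-cell GR-EGFP intensity, nucleus versus surrounding cytoplasmic ring, well-averaged.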
PMI inhibitors – inhibitors of human PMI, primary screen, biochemical, fluorescence intensity, coupled assay (AID 1209) | purified PMI enzyme, coupled fluorescence intensity; higher % means a stronger effect | 190,000 compounds, 0.42% hits | one-dose inhibition, % at 20 µM; IC50 in µM for titrated hits; in the data active = inhibition above about 50%;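 also: plate controls were DMSO vehicle for no effect and wells lacking substrate for full effect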
TNAP activation fold – stimulation of alkaline phosphatase TNAP activity – biochemical, luminescent, no phosphate acceptor, uHTS, primary screen (AID 1001) | purified TNAP, luminescent activation assay, no phosphate acceptor; higher activation fold means a stronger effect | 200,000 compounds, 0.03% hits | activation fold at 20 µM, or EC50 in µM where a hit was titrated; in the data active = activation fold from about 3, or a potency from the dose series; inactive = the rest, 99 in 100 with activation fold below about 1.6; also: many of its hits are not listed in these tables
MT stabilizer – microtubule stabilizers in HeLa cells; % tubulin-high responders, % at 10 µM; HeLa tubulin immunostaining HCS, 24 h; share of cells brighter than vehicle mean+2SD; 200,000 compounds, 0.83% hits;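 active = plate Z-score above 3 for both tubulin-high and condensed-nucleus cell shares, with cell loss under 80%, at 10 µM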;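 also: anti alpha tubulin signal scored within the nucleus-defined area of each cell; some results filed as inactive read as strong as hits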
Myeloid diff MLP – promotes myeloid progenitor differentiation; ER-HoxA9 myeloid progenitors, lysozyme-GFP differentiation, flow cytometry; calls only at 10 µM; 360,000 compounds, 1% hits;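 active = normalized GFP-positive differentiation at or above the plate's own cutoff, the solvent-only control mean plus 3 SD; inconclusive = no clear call, values can overlap the other calls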;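 also: cells exposed to compound for four days before flow analysis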
Insulin prom up – MIN6 insulin promoter up-regulation; MIN6 insulin promoter-GFP reporter, high-content imaging; stronger effect = higher value; z-score at 5 µM; 190,000 compounds, 0.3% hits; AID 1625;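 active = z-score above 3 at 5 µM with at least 500 cells counted in the well; inconclusive = wells under 500 cells, flagged as cytotoxic or low count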
Lipid droplet – modulators of hepatic lipid droplet formation; inhibition, % at 6.5 µM; AML12 mouse hepatocytes, oleate lipid droplets, BODIPY imaging; 240,000 compounds, 0.4% hits;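 active = lipid droplet intensity inhibited by at least 50%, with more than 500 cells counted; inconclusive = wells with under 300 cells, treated as cytotoxic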
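material = mouse AML12 hepatocyte cell line, fixed after treatment | also added = 100 µM oleic acid challenge | doses = compound at 6.5 µM only | schedule = overnight exposure | technique = Image-based BODIPY and DAPI two-channel analysis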
T cell modulator – modulates CD8 T cell binding to vesicles | 330,000 compounds, 0.068% hits | 2C CD8+ T cell-vesicle binding, flow cytometry; stronger effect = lower value | calls only at 7 µM;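 active = response, share of CD8 T cells binding vesicles, and their 90th percentile fluorescence all below set limits, cut at about 80% in these data, passing the limit was not always enough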
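Test system: purified 2C TCR transgenic mouse naive CD8+ T cells. Probe or stimulus: QL9-peptide-loaded Drosophila micro-vesicles bearing Ld, ICAM-1 and B7-1. Incubation: binding step 1.5 h, 37 °C, antibody labelling 20 min, ice. Measured by: flow cytometry of vesicle-bound cells.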
b-catenin transl – modulators of beta-catenin nuclear translocation; HeLa beta-catenin nuclear translocation, immunofluorescence imaging; nuclear translocation activity, % at 5 µM; 190,000 compounds, 0.3% hits;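 active = nuclear translocation activity above 50% at 5 µM, with a well cell count of 50 or more; inconclusive = wells under 50 cells across six images, flagged as toxic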;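 also: per-cell ratio of nuclear to cytoplasmic median beta-catenin stain intensity; plate controls were DMSO negative control for no effect and GSK-3 inhibitor IX positive control for full effect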
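Test system: human HeLa cells, endogenous beta-catenin. Times: 24 h compound exposure, 37°C. Measured by: beta-catenin immunofluorescence imaging with DAPI.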
Dynein transport cytoplasmic EGFP – second read-out of Dynein transport, no call of its own (marks repeat the call); z-score; measured here: cytoplasmic GR-EGFP intensity; stronger effect = higher value
Dynein transport nuclear GR-EGFP – further read-out of Dynein transport, marked with its call; z-score; measured here: nuclear GR-EGFP intensity;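 lower value marks the stronger effect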
Dynein transport cell count – recorded beside Dynein transport, whose call it bears; z-score; measured here: cell count per field
Insulin prom up cell count – second read-out of Insulin prom up, no call of its own (marks repeat the call); cell count; measured here: cytotoxicity, nuclei count;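 total cells summed across four imaged fields per well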
Lipid droplet cells 6.5 µM – also measured in Lipid droplet; calls as there; cell count; measured here: cell count, cytotoxicity flag;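 cells counted across two imaged fields per well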
b-catenin transl cell count 5 µM – recorded beside b-catenin transl, whose call it bears; cell count; measured here: cell count, cytotoxicity flag
T cell modulator vesicle-bound % – recorded beside T cell modulator, whose call it bears; double positive events, %; measured here: CD8+ vesicle-bound cell fraction;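 binding gate set so that unloaded-vesicle control wells show 10% double positive cells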
MT stabilizer Hoechst-high % – recorded beside MT stabilizer, whose call it bears; % Hoechst-high responders; measured here: nuclear condensation Hoechst responders;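 share of cells brighter than vehicle mean plus two SD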
MT stabilizer cytotoxicity % – also measured in MT stabilizer; calls as there; toxicity, %; measured here: cytotoxicity by cell density;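 0% = mean cell density of plate MIN control wells and 100% = no cells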
Myeloid diff MLP GFP+ MAC1+ % – further read-out of Myeloid diff MLP, marked with its call; GFP+ MAC1+ double positive, %; measured here: differentiation confirmed by MAC1 staining
* marks the source's active call; other numbers are inactive results; i = inactive; ? = inconclusive; · = not tested or not shown. No enrichment for hits; 3% or so of the library scored in one or more.

SMILES	Dynein transport	Dynein transport cytoplasmic EGFP	Dynein transport nuclear GR-EGFP	Dynein transport cell count	PMI inhibitors	TNAP activation fold	MT stabilizer	MT stabilizer Hoechst-high %	MT stabilizer cytotoxicity %	Myeloid diff MLP	Myeloid diff MLP GFP+ MAC1+ %	Insulin prom up	Insulin prom up cell count	Lipid droplet	Lipid droplet cells 6.5 µM	T cell modulator	T cell modulator vesicle-bound %	b-catenin transl	b-catenin transl cell count 5 µM
O=S(=O)(CCc1nc2ccccc2o1)c1ccc(Cl)c(Cl)c1	-0.14	-0.19	0.16	0.13	4%	1	2.2	1.6	6.3	i	0.5	0.06	1211	·	·	i	38	-2.9	894
Cc1cc(C(=O)Nc2nc3ccc(Cl)cc3s2)nn1C	-0.99	-0.033	0.094	0.35	·	·	·	·	·	i	0.4	-0.29	999	12	755	i	25	-0.1	1356
CS(=O)(=O)N1CCC(C(=O)Nc2cc(Cl)cc(Cl)c2)CC1	-0.6	-0.14	-0.18	0.74	-5%	1.1	2.5	2.1	11	i	0.0	·	·	0	729	i	57	0.5	540
O=C(N/N=C/c1ccc(OCc2ccccc2)cc1)c1ccc(O)cc1	-0.46	-0.22	-0.37	0.29	10%	1	3.6	2.8	5.0	i	0.1	-0.21	1592	10	675	i	43	-2.6	1128
O=C(CSc1nc2ncccc2[nH]1)NCc1ccccc1	-0.066	-0.21	-0.0099	0.94	2%	0.8	1.3	1.1	4.4	i	8.4	0.2	1221	·	·	i	14	0.1	817
CCCOc1ccc(-c2nnn(CC(=O)N3CCCC(C)C3)n2)cc1 (stereo not drawn)	0.023	-0.28	0.92	0.03	·	·	·	·	·	i	1.0	-1.9	973	4	740	i	10	-1.0	1455
COC(=O)C1=C(C(=O)OC)SC2(S1)C(C(=O)OC)=C(C(=O)OC)SC1=C2c2cc(C)ccc2NC1(C)C	0.094	-0.2	0.35	0.27	57%*	1.1	3.1	2.1	7.2	i	0.2	0.06	827	-19	814	i	41	2.0	1053
CC(=O)c1cccc(NC(=O)NNC(=O)CCC(=O)Nc2ccc(C)c(C)c2)c1	-0.074	-0.16	-0.043	-0.28	-12%	1.1	3.2	1.7	12	i	0.2	-0.01	1006	0	694	i	31	-0.3	1094
c1ccc(Nc2ccnc(Nc3ccccc3)n2)cc1	0.87	-0.29	1	-0.27	·	·	·	·	·	?	·	0.15	807	15	684	i	2	2.7	1248
COc1ccc(NC(=O)c2sc(SCc3ccccc3)nc2N)cc1	-0.39	-0.23	0.013	0.47	10%	1.2	2.6	1.3	2.7	i	1.0	0	1657	16	703	i	30	1.2	1118
COc1ccc(Nc2nc3c(C)cccc3cc2C#N)cc1	0.68	-0.12	0.26	0.41	-3%	1.1	4.3	3.4	9.5	i	0.1	-0.21	1393	18	706	i	46	-1.1	1090
Cc1ccc2[nH]c(=O)c(CN(C)C(=O)c3cccs3)cc2c1	0.015	-0.37	-0.083	0.97	-11%	1.1	3.8	1.7	5.9	i	0.2	-0.01	1183	5	700	i	22	-1.1	1077
Cc1csc(NC(=O)c2cc(C)nc3ccccc23)n1	-0.3	-0.24	-0.43	0.94	2%	1	1.1	0.6	5.3	i	0.2	1.3	1405	-2	691	i	55	-1.4	1044
CCOC(=O)N1CCN(C(=O)COC(=O)c2cc(Cl)c(O)c(Cl)c2)CC1	1.2	-0.086	0.44	-1.8	-14%	1.1	5.8	1.5	8.7	i	0.2	-1.1	1391	1	719	i	65	-4.0	1112
Cc1cccc(NC(=O)c2ccc(-n3cccn3)c([N+](=O)[O-])c2)c1	-0.27	-0.12	-0.21	-0.31	16%	1.1	2.6	0.9	8.8	i	1.7	-0.84	1145	·	·	i	16	-0.2	1437
N=c1c2c3c(sc2ncn1N)CCCCC3	-0.52	-0.28	0.33	0.36	16%	1	8.4	2.2	6.2	i	0.5	0.06	1672	-1	706	i	32	0.1	1035
O=C1NC(Nc2nc3ccccc3s2)(C(F)(F)F)C(=O)N1C1CCCCC1 (stereo not drawn)	0.12	-0.23	0.32	0.12	9%	1	1.0	1.7	4.1	i	8.4	-0.71	902	0	725	i	9	·	·
O=C1c2ccccc2C(=O)N1CCc1nc(-c2ccccn2)no1	-0.15	-0.13	0.13	0.034	5%	1.2	3.6	2.1	7.6	i	0.9	1.2	1176	·	·	i	25	-1.5	916
O=C(O)CCCCCN=C1CCc2ccccc2N1	0.22	-0.14	-0.011	0.54	0%	1.1	4.5	0.8	4.1	i	6.1	0.27	1229	·	·	·	·	-5.7	1003
CN(C)/C=C1\N=C(c2ccc3c(c2)OCO3)OC1=O	1.9	-0.19	0.64	-1.8	-7%	1.1	4.3	2.1	7.5	i	0.9	·	·	-8	731	i	31	-3.1	1195
O=C(NC1CC1)C1CCCN(C(=O)NC2CCCCC2)C1 (stereo not drawn)	-0.29	-0.22	-0.063	0.5	0%	1.1	1.2	1.8	10	i	0.1	-0.73	1252	8	769	i	53	0.9	1120
CCCn1c(SCC(=O)N2CC(=O)Nc3ccccc32)nc2ccccc21	0.036	-0.27	-0.21	0.4	17%	1.3	1.7	3.0	7.0	i	0.6	0.56	1332	-1	675	i	46	0.6	1058
O=C1C2C3C=CC(C2C(=O)N1c1ccc(O)cc1)C1C2C(=O)N(c4ccc(O)cc4)C(=O)C2C31 (stereo not drawn)	-0.51	-0.24	0.22	-0.095	·	·	·	·	·	i	0.1	-0.33	1081	2	696	i	12	-0.5	1289
COc1c(C)cc(Br)cc1C(=O)Nc1cccc(NC(=O)c2ccco2)c1	1.1	-0.28	0.38	0.89	17%	1.1	1.6	2.1	7.7	i	1.9	-2	1340	60*	717*	·	·	0.4	1064
CCOC(=O)C1(C)NC(c2ccc(OC)cc2OC)C2C(=O)N(c3cccc(OC)c3)C(=O)C21 (stereo not drawn)	-0.57	-0.18	-0.23	0.57	12%	1	2.3	2.0	2.7	i	1.2	-0.71	874	·	·	i	34	-0.3	1150

Exported comma-delimited: part of the list above.
compound,Dynein transport,Dynein transport cytoplasmic EGFP,Dynein transport nuclear GR-EGFP,Dynein transport cell count,PMI inhibitors,TNAP activation fold,MT stabilizer,MT stabilizer Hoechst-high %,MT stabilizer cytotoxicity %,Myeloid diff MLP,Myeloid diff MLP GFP+ MAC1+ %,Insulin prom up,Insulin prom up cell count,Lipid droplet,Lipid droplet cells 6.5 µM,T cell modulator,T cell modulator vesicle-bound %,b-catenin transl,b-catenin transl cell count 5 µM
O=C(CSc1nc2ncccc2[nH]1)NCc1ccccc1,-0.066,-0.21,-0.0099,0.94,2%,0.8,1.3,1.1,4.4,i,8.4,0.2,1221,·,·,i,14,0.1,817
CCCOc1ccc(-c2nnn(CC(=O)N3CCCC(C)C3)n2)cc1 (stereo not drawn),0.023,-0.28,0.92,0.03,·,·,·,·,·,i,1.0,-1.9,973,4,740,i,10,-1.0,1455

(next part)
SMILES	Dynein transport	Dynein transport cytoplasmic EGFP	Dynein transport nuclear GR-EGFP	Dynein transport cell count	PMI inhibitors	TNAP activation fold	MT stabilizer	MT stabilizer Hoechst-high %	MT stabilizer cytotoxicity %	Myeloid diff MLP	Myeloid diff MLP GFP+ MAC1+ %	Insulin prom up	Insulin prom up cell count	Lipid droplet	Lipid droplet cells 6.5 µM	T cell modulator	T cell modulator vesicle-bound %	b-catenin transl	b-catenin transl cell count 5 µM
C=CCOC(=O)C1=C(C)Nc2nnnn2C1c1cccc(OC)c1OC (stereo not drawn)	-1.5	-0.17	-0.46	0.53	8%	1.1	7.2	4.7	1.7	i	0.6	-0.15	1263	-15	720	i	44	-1.0	1004
O=C(COC(=O)C1CC2C=CC1C2)Nc1cccc(S(=O)(=O)N2CCCCCC2)c1 (stereo not drawn)	-0.73	-0.26	-0.32	0.4	6%	1.2	2.4	2.3	4.6	i	1.3	0.54	1319	22	724	i	54	-2.6	970
COc1ccc(CCNC(=O)Cn2c(=O)n(CCCC(=O)NCc3ccco3)c(=O)c3sccc32)cc1OC	2.2	-0.2	1.2	-1.2	3%	1	5.3	4.6	6.2	i	0.2	·	·	15	677	i	54	-4.2	1015
O=C1CC(SC2=NCCS2)C(=O)N1c1cccc(Cl)c1Cl (stereo not drawn)	0.17	-0.25	0.23	0.13	-6%	1.1	3.2	1.9	7.6	i	0.8	·	·	0	768	i	14	-0.7	548
CCC(/C=N/Nc1ccc(S(=O)(=O)N2CCCC2)cc1[N+](=O)[O-])CC	-1	-0.31	-0.77	1.3	-7%	0.8	4.8	2.9	1.9	i	1.8	1	1368	5	621	i	52	0.3	895
COCCCN(CC(=O)O)S(=O)(=O)c1cccc(Cl)c1	-0.36	-0.35	0.23	0.48	-26%	1.2	2.9	3.0	4.9	i	0.3	-0.02	1192	26	714	i	33	-2.2	1090
CCNc1nnc(-c2ccncc2)s1	0.25	0.085	1.1	-0.098	9%	1.1	2.4	1.3	6.1	i	1.0	-0.42	1614	·	·	i	12	-0.8	1371
CC1CCCN(S(=O)(=O)c2coc(C(N)=O)c2)C1 (stereo not drawn)	0.036	-0.35	0.32	0.98	-8%	1.1	8.4	1.8	8.0	i	2.7	-0.45	1154	5	704	i	28	5.3	926
N#C/C(=C\c1ccc(OC(=O)c2ccc(Br)s2)cc1)c1nc2ccccc2[nH]1	-1	-0.3	-0.86	1	0%	1	5.0	2.3	0.5	i	1.0	·	·	-10	416	i	38	-1.8	954
